# BoNT F protease: blocks Botulinum neurotoxin F light chain protease; inhibition, % at 10 µM; Multiplex microsphere protease cleavage assay, flow cytometry; hit rate 0.22% among 360,000; in the data active = inhibition above about 35%, passing the limit was not always enough; inconclusive = no clear call, values can overlap the other calls; note: plate controls were buffer without enzyme for full effect and enzyme alone for no effect
# BoNT-A LC inh2: blocks Botulinum neurotoxin A light chain protease; inhibition, % at 10 µM; hit rate 0.17% among 360,000; multiplex microsphere protease substrate cleavage, flow cytometry; note: plate controls were buffer without enzyme for full effect and enzyme alone for no effect
# TcdB inh: inhibitors of Clostridioides difficile toxin B glycohydrolase; P18177; TcdB glycohydrolase enzymatic assay, plate reader; inhibition, % at 9.99 µM; hit rate 0.24% among 350,000; in the data active = inhibition above about 10%
# Anthrax LF prot: blocks Bacillus anthracis lethal factor protease | P15917 | hit rate 0.12% among 360,000 | multiplex microsphere protease cleavage assay, LF | AID 588501 | inhibition, % at 10 µM; note: plate controls were buffer without enzyme for full effect and enzyme alone for no effect
# Target sequence (P15917 whole entry, looked up): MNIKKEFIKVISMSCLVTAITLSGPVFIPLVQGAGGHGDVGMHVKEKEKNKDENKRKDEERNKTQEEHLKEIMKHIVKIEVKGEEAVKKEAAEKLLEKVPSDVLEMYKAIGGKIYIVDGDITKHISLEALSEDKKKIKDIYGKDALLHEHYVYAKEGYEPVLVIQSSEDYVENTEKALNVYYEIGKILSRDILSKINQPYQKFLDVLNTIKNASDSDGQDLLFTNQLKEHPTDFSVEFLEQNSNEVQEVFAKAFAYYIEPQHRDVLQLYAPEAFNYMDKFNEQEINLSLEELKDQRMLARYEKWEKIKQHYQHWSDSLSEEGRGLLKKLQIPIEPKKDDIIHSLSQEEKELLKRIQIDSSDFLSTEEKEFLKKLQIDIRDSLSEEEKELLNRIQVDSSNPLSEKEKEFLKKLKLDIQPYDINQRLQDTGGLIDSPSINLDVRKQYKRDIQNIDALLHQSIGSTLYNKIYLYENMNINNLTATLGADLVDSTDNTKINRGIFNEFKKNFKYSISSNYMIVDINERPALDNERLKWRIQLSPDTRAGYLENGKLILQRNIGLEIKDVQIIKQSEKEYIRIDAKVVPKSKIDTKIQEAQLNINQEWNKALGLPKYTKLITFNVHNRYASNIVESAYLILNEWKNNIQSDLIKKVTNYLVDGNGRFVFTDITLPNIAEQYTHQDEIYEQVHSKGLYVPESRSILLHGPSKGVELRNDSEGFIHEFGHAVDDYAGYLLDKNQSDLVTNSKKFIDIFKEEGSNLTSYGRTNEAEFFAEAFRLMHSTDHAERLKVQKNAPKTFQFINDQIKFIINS
# PfHsp40 rescue: restores yeast growth despite PfHsp40 toxicity. S. cerevisiae expressing PfHsp40, growth rescue, ATP luminescence. growth rescue, % at 12.5 µM. hit rate 0.68% among 340,000. AID 504582; in the data active = growth rescue above about 28%, passing the limit was not always enough; inconclusive = no clear call, values can overlap the other calls;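 note: yeast W303a lacking pdr1 and pdr3 grown in galactose medium; growth measured after three days at 30 °C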
# Y pestis TopoI: blocks Yersinia pestis topoisomerase I activity | Y. pestis Topo-I cleavage product accumulation, plate reader | activity, % at 10 µM | hit rate 0.064% among 360,000 | AID 504884; in the data active = activity above about 50%, passing the limit was not always enough; inconclusive = no clear call, values can overlap the other calls; note: inactives centre near 2
# PrPC surface inh: cell surface PrPC inhibition, primary TR-FRET screen. P04156. TR-FRET read-out. inhibition, % at 13.8 µM. hit rate 0.43% among 370,000. AID 720596; in the data active = inhibition above about 24%; note: 0% = median of the test wells and 100% = reference compound wells
# FadD28 FP inh: blocks FadD28 binding to the bisubstrate probe | AID 588549 | fluorescence polarization | inhibition, % at 12.5 µM | hit rate 0.22% among 360,000; in the data active = inhibition above about 8.5%, passing the limit was not always enough; inconclusive = no clear call, values can overlap the other calls
# CCHFV vOTU inh: blocks the CCHF virus ovarian tumor domain protease; hit rate 0.55% among 370,000; inhibition, % at 11.5 µM; CCHFV vOTU protease, Pep-AMC fluorescence; in the data active = inhibition above about 30%; note: 0% = vehicle wells with enzyme and 100% = no enzyme wells
# Numbers without * were called inactive; ? = inconclusive; · = not tested or not shown; & = joins results of further samples. Cut-off read from the data, not from the text of the source, unless noted: active = inhibition above about 30%; inconclusive = no clear call, values can overlap the other calls; inactive = below that.
canonical_smiles,Y pestis TopoI,CCHFV vOTU inh,PfHsp40 rescue,PrPC surface inh,FadD28 FP inh,BoNT F protease,BoNT-A LC inh2,TcdB inh,Anthrax LF prot
O=C(NNC(=O)C1CCCO1)c1ccc(Cl)cc1 (configuration not stated),3,-6,-2.7,2,-0.2,37*,0.8,·,0
COc1ccc(Cl)cc1NC(=O)c1nnn(CC(=O)Nc2ccc(C)c(C)c2)c1N,-4,0,-0.6,4,-1.9,6,3.3,-0.8,5
CCCCCCCC[n+]1cccc(C(=O)N2c3c(nc(N)[nH]c3=O)NC(C)C2C)c1 (configuration not stated),-6,-2,-0.5,-4,-2.6,-1,0.5,·,-1
O=C(CN1CCN(S(=O)(=O)c2ccc(F)cc2)CC1)Nc1ccc2c(c1)OCO2,-1,10,-2.1,5,-2.1,2,1.2,·,-3
CSCCC1NC(=O)N(CC(=O)Nc2ccc(Cl)c(S(=O)(=O)N3CCOCC3)c2)C1=O (configuration not stated),-5,18,0.3,-9,-0.8,-4,-0.1,0.3,4
Cc1nnc2n(c1=O)C(CS(=O)(=O)c1ccc3ccccc3c1)CS2 (configuration not stated),1,-15,1.0,1,-4.1,0,0.4,-0.4,0
CCN(CC)c1ccc(/C=N/Nc2nn[nH]n2)cc1,-4,5,-0.8,-3,-0.9,?,?,-3.1,23
CCOc1ccc(NC(=O)c2cccc(-n3cnnn3)c2)cc1,2,-2,0.8,-3,-2.0,-4,?,·,-2
O=C(O)C1=C(C(=O)N2CCN(C(=O)c3ccco3)CC2)CCCC1,-4,-9,0.7,-3,-2.0,-5,-0.1,·,-4
COc1ccc(CNC(=O)COc2ccc(S(=O)(=O)NC(C)C)cc2)cc1,-4,4,-0.5,5,-2.7,-16,-1.3,·,0
Cc1cc(O)cc2c1C(c1ccc(F)cc1)CC1(CC(C)(C)NC(=S)N1)O2 (configuration not stated),8,·,6.4,·,-6.7,-4,-0.4,·,1
CCCCN=Cc1c(C)[nH]n(-c2ccccc2)c1=S,2,9,-0.4,-3,-3.2,-2,-1.4,1.8,-1
CCC(C(=O)NCc1ccco1)N(C(=O)CNS(=O)(=O)c1ccccc1)C1CCCCC1 (configuration not stated),1,0,-1.0,0,-2.4,3,0.1,1.2,2
Cc1ccc(NC(=O)CSCC(=O)N2CCN(C(=O)c3ccco3)CC2)cc1,-7,8,-0.5,2,-2.5,-2,0.0,0.6,1
CCN(CC(=O)Nc1ccccc1C(F)(F)F)C(=O)CSCc1c(C)noc1C,-13,-9,·,3,-3.4,-6,0.1,1.3,2

# Compound profiles, from the list above.
# CCOc1ccc(NC(=O)c2cccc(-n3cnnn3)c2)cc1 reads Y pestis TopoI: 2; CCHFV vOTU inh: -2; PfHsp40 rescue: 0.8; PrPC surface inh: -3; FadD28 FP inh: -2.0; BoNT F protease: -4; BoNT-A LC inh2: ?; TcdB inh: ·; Anthrax LF prot: -2
# CCN(CC)c1ccc(/C=N/Nc2nn[nH]n2)cc1 reads Y pestis TopoI: -4; CCHFV vOTU inh: 5; PfHsp40 rescue: -0.8; PrPC surface inh: -3; FadD28 FP inh: -0.9; BoNT F protease: ?; BoNT-A LC inh2: ?; TcdB inh: -3.1; Anthrax LF prot: 23

# (cont.)
canonical_smiles,Y pestis TopoI,CCHFV vOTU inh,PfHsp40 rescue,PrPC surface inh,FadD28 FP inh,BoNT F protease,BoNT-A LC inh2,TcdB inh,Anthrax LF prot
CSc1ccc(CCNC(=O)c2ccc(CS(=O)Cc3ccccc3Cl)o2)cc1 (configuration not stated),38,11,0.9,-1,-3.6,5,0.6,-0.5,-3
O=C(OCc1nc2ccccc2s1)c1ccc([N+](=O)[O-])o1,0,·,-0.2,·,-0.9,0,-1.2,·,-1
CCc1nc(CN(C)C(=O)C2CCC(=O)N(CCc3cccc(F)c3)C2)no1 (configuration not stated),3,-2,0.4,-4,-1.0,7,1.1,-0.3,-1
COc1ccc(OCC(=O)N/N=C(\C)c2cccs2)cc1,5,-1,-0.8,-5,-0.8,-2,0.2,-0.5,-1
COc1ccc2c(c1)c([C@@H]1[C@H](C)[C@H]3CCCC[C@H]3CN1S(=O)(=O)c1ccc(C)cc1)cn2C,1,2,-0.1,7,-0.9,0,0.4,1.3,-8
CCn1c(CNC(=O)c2ccc(OC)cc2)nnc1SC,0,-2,0.5,-4,-3.9,-5,-0.9,0.4,-2
Brc1ccc(C2C3=C(Nc4ncnn42)c2ccccc2OC3c2ccncc2)cc1 (configuration not stated),20,-24,-0.4,-3,-6.3,8,0.4,·,-2
CN(C)c1nc2c(N)ncnc2n1C1OC(CO)C(O)C1O (configuration not stated),4,-4,-1.5,0,-1.7,-9,-0.7,0.0,-3
COc1cc(/C=N/NC(=S)NCC2CCCO2)cc(OC)c1OC (configuration not stated),4,-3,0.3,0,-1.4,6,-0.2,1.2,6
Cn1c(=O)[nH]c(=O)c2c1ncn2CCN1CCCCC1,2,-5,-0.2,4,-0.4,-7,-0.1,·,-1
C[C@]12C(=O)N(c3ccc(F)cc3)C(=O)N1[C@@H]1c3ccccc3OC[C@@H]1[C@H]2c1ccccc1,-6,11,0.1,-1,-4.2,-2,0.0,0.7,-5
CCOC(=O)c1oc2nc(C(C)C)c3c(c2c1N)CC(C)(C)OC3,-11,-78,0.1,6,-2.6,10,0.4,·,-4
Cc1ccc(S(=O)(=O)c2cc3c(=O)n4cccc(C)c4nc3n(C3CCCCC3)c2=N)cc1,4,·,-1.0,·,-0.2,-19,-1.3,·,-7
CCCCN1C(=O)C(=O)N(CC(=O)Nc2cccc(C(C)=O)c2)C1=O,8,-11,-1.8,1,-0.1,0,-0.6,1.3,-2
O=C(NC1CCCC1)c1ccc(Cn2c(=O)[nH]c3ccsc3c2=O)cc1,11,2,51*,-7,-1.2,-5,0.7,-0.2,-2

canonical_smiles,Y pestis TopoI,CCHFV vOTU inh,PfHsp40 rescue,PrPC surface inh,FadD28 FP inh,BoNT F protease,BoNT-A LC inh2,TcdB inh,Anthrax LF prot
O=S(=O)(Nc1cccc2cn[nH]c12)c1ccc(F)cc1,-2,8,0.9,7,-2.5,1,0.4,·,7
CCCC(=O)c1ccc(N2CCOCC2)c(F)c1,-5,10,0.9,2,0.7,-24,0.1,·,3
CSc1ccccc1NC(=O)c1onc(C)c1Cl,1,-1,0.3,3,-0.4,0,-0.6,-0.3,4
CCOC(=O)N1CCN(C(=O)CNC(=O)c2nn(-c3ccc(OC)c(OC)c3)c(=O)c3ccccc23)CC1,7,13,-0.2,-1,-1.3,-1,-0.7,1.9,-1
Nc1nc(NC(=O)CCC(=O)O)nn1-c1ccccc1,4,-5,-0.6,0,1.1,-1,0.5,1.0,0
CCc1ccc2nc(SCC(=O)N3CCCCC3)c(C#N)cc2c1,4,9,0.3,-10,-2.3,11,2.2,·,2
O=C(OCC(=O)N1CCCc2ccccc21)c1ccc(S(=O)(=O)C(F)F)cc1,15,9,-0.9,0,-2.7,-10,-1.8,-4.1,-1
CC1(C)Cc2c(C#N)c(OCC(=O)c3ccccc3)nc(-c3ccoc3)c2CO1,6,-2,-0.8,-8,0.7,0,0.4,·,3
CC(C)(C)c1nc(SCC(=O)c2ccccc2)c2ccccc2n1,6,4,0.0,-6,0.4,-2,-0.8,1.1,-1
Cc1c(Cl)cccc1NC(=S)N1CCC(N(C)CC2CCCO2)CC1 (configuration not stated),2,15,2.4,-2,-0.1,1,0.3,0.5,-4
O=S(=O)(Nc1ccccc1)c1ccc(S(=O)(=O)N2CCCC2)cc1,2,-5,0.0,3,-2.9,5,0.0,-0.6,1
COc1ccc(CCC(=O)N2CC(C)OC(C)C2)cc1 (configuration not stated),1,6,-0.3,1,-1.3,-14,-1.7,·,-4
COc1ccc(-c2nnn(CC(=O)NCc3ccc4c(c3)OCO4)n2)cc1OC,3,6,-0.3,10,-3.2,-1,-0.2,0.7,1
O=C(NCC1CCCO1)Nc1ccc(Cl)cc1 (configuration not stated),-1,13,0.1,4,-3.9,-5,-0.2,·,-4
CCOc1ccc(N(CC(=O)NCc2ccco2)S(C)(=O)=O)cc1,0,-4,0.2,-4,-3.1,2,0.4,·,-5

canonical_smiles,Y pestis TopoI,CCHFV vOTU inh,PfHsp40 rescue,PrPC surface inh,FadD28 FP inh,BoNT F protease,BoNT-A LC inh2,TcdB inh,Anthrax LF prot
COc1ccccc1NC(=O)CSc1nc(O)cc(=O)n1-c1ccccc1OC,8,-2,-0.9,5,-0.9,-5,-0.6,·,-1
CC(C)(C)CC(=O)N1CCN(Cc2ccc3c(c2)OCO3)CC1,-3,7,-1.4,-3,-4.5,26,-0.3,0.3,-14
O=C(Nc1ccncc1)c1ccc2c(c1)C(=O)N(CC1CCCO1)C2=O (configuration not stated),0,23,-1.0,6,-1.5,0,-0.9,·,2
O=c1sc2ccccc2c(=O)n1Cc1ccccc1F,-2,3,-0.1,8,-2.9,-5,-0.4,0.4,-8
Cc1ccc(CNC(=O)Cc2cn(C)c3ccccc23)cc1,10,13,-0.2,6,0.0,4,0.2,2.8,-1
CCOC(=O)c1sc(NC(=O)CN(CC)CC)c(C(=O)OCC)c1C,9,7,-0.6,-3,-4.4,5,-0.2,·,-4
COc1ccc(S(=O)(=O)N(C)C[C@@H]2OCc3cnnn3CCCC(=O)N([C@H](C)CO)C[C@H]2C)cc1,5,-2,·,-1,-1.1,-4,-0.1,-2.0&0.5,-2
O=C(OC(C(=O)NCc1ccc2c(c1)OCO2)c1ccccc1F)c1ccco1 (configuration not stated),4,9,0.3,-1,-4.1,-5,-0.6,·,-3
CCCC(=O)NCCc1cc2ccc(C)c(C)c2[nH]c1=O,9,-1,6.6,7,1.1,-8,-1.0,0.0,-9
Cn1c(C(C#N)/C(=N\S(=O)(=O)c2cccs2)c2ccccc2)nc2ccccc21 (configuration not stated),1,-18,-0.2,8,1.3,7,1.2,·,4
CSc1ccccc1C(=O)C1CCCN(Cc2ccccn2)C1 (configuration not stated),0,-10,-0.6,10,0.3,2,0.6,1.3,-3
O=C(O)CCN(Cc1ccccc1)S(=O)(=O)c1ccc(Cl)cc1F,-10,13,0.7,2,-2.7,-3,-0.5,0.7,2
CCCc1c(-c2cccc(Cl)c2)ncn1Cc1ccccc1OC,·,13,·,18,·,3,-0.2,1.8,-4
COc1ccccc1CNC(=O)c1cc2ccccc2oc1=O,9,6,-0.7,-4,-1.6,5,0.6,0.9,3
CCC(NC(=O)CN1CCN(C(=O)c2cccs2)CC1)c1ccc(C)cc1 (configuration not stated),0,-6,0.3,-9,-0.9,7,-0.8,-0.2,-1

canonical_smiles,Y pestis TopoI,CCHFV vOTU inh,PfHsp40 rescue,PrPC surface inh,FadD28 FP inh,BoNT F protease,BoNT-A LC inh2,TcdB inh,Anthrax LF prot
COc1cccc(NC(=O)CN(C)C(=O)/C=C/c2ccc(S(=O)(=O)N3CCCCCC3)cc2)c1,32,-4,·,4,-2.1,-6,-0.1,0.3,3
O=C(c1cc[n+]([O-])cc1)N1CCc2c([nH]c3ccccc23)C1c1ccccc1Cl (configuration not stated),8,-2,-0.2,0,0.8,-2,0.1,1.2,-7
O=C(CCC1CCCC1)Nc1nnc(-c2ccc3c(c2)OCO3)s1,0,13,0.6,-1,-1.4,-2,0.5,·,1
N#CCC(=O)Nc1ccc(C(=O)OCC(=O)N(C2CCCCC2)C2CCCCC2)cc1,3,8,-1.5,0,-1.8,0,-0.6,-0.7,-1
O=C(Nc1nc2c(s1)CCCC2)c1ccc(Br)o1,0,2,0.0,5,-3.9,-1,-0.7,·,-2
O=C1N[C@@H](Cc2cn(S(=O)(=O)c3ccc([N+](=O)[O-])cc3)c3ccccc23)C(=O)N[C@H]1Cc1ccccc1,13,3,-0.5,-5,-3.3,-1,0.3,4.3,1
Cc1ccc(-c2nc(C)sc2CC(=O)OCC(=O)Nc2ccc(F)c(Cl)c2)cc1,8,2,0.3,0,-9.4,-4,-0.9,1.5,2
Cc1noc(C)c1C(=O)Nc1nc2ccc(F)cc2s1,3,-3,-0.4,-3,0.6,2,1.3,-0.6,-2
CCOC(=O)c1c(C)n(C(C)C)c2ccc(OC(=O)c3ccc(N4C(=O)CCC4=O)cc3)cc12,-4,-8,0.3,8,-2.4,7,0.1,0.7,-5
c1cncc(Oc2cccc(Oc3cccnc3)c2)c1,-7,11,-0.6,1,-1.7,-2,-0.1,·,-1

# Source: PubChem BioAssay

# Rows were taken by chance. About 2.3% of those tested had a hit in this group.
